Screening data (PubChem BioAssay)
KB-V1 MDR tox: qHTS assay for MDR1-selective chemotherapeutics: Primary screen using the drug-selected MDR subline cells KB-V1. 400,000 tested, 3.4% active. Potency, µM (doses to about 46.1 µM), without a hit: at the top dose activity change, negative = cytotoxicity, actives largely listed as cytotoxic. AID 1347076, 2019. KB-V1 MDR cells viability, CellTiter-Glo, 72 h; further: on the % scale 0 is the no-effect control and ±100 the full control effect; nearly all actives have a fitted effect of over 60% in size
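Readout: CellTiter-Glo luminescence, 10 min after addition. Cells: KB-V1 MDR subline, 72 h at 37 degrees C with compound. Analysis: corrected, normalized data fitted to concentration-effect curves.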
GLP-1R agonist: qHTS of GLP-1 Receptor Agonists. Glucagon-like peptide 1 receptor (Homo sapiens), P43220. HEK293 GLP-1R CRE-luciferase, luminescence, 4-6 h; cells express a hypersensitive GLP-1R form. Potency, µM (series often up to 45.6 µM), without a hit: at the highest dose activation, usual class: activators. 380,000 tested, 0.007% active. AID 624172, 2012; further: % of control where 0% means no effect
PTHR1 agonist: qHTS for PTHR1 Agonists: Primary Screen. AID 743266, 2014. Potency, µM (series often up to 115 µM), for inactives: at the top dose activation, most hits filed as activators. HEK293 GP2 PTHR1 cells, GloSensor cAMP luminescence, 1 h. 410,000 tested, 0.075% active; further: nearly all actives have a fitted effect of over 55% in size; some results filed as inactive show a strong effect at the top dose; inactives centre near -15; many of its hits are not listed in these tables
Target sequence (Q03431 whole entry, looked up): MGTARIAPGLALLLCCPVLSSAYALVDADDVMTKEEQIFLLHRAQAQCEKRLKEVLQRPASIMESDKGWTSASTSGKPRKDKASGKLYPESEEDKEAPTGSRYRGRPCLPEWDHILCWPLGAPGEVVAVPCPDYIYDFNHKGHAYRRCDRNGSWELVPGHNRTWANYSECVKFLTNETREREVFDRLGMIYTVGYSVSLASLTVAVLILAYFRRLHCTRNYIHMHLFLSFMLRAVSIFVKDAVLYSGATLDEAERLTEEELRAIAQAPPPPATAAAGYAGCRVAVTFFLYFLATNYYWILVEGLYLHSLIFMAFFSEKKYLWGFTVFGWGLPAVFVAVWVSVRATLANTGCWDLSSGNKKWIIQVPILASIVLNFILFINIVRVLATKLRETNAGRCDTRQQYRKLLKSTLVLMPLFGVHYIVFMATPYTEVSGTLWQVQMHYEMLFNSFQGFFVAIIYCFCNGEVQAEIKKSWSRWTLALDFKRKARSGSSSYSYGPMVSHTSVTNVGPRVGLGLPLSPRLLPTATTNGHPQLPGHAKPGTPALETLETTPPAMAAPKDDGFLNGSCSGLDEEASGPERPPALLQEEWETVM
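HEK-293-derived GP2 cells expressing PTHR1 and a GloSensor cAMP reporter, 3,000/well, plated overnight, given luciferin plus IBMX (each 0.5 mM as added) for 1 h at 37 °C, then compound for 1 h at 37 °C. Luminescence was read after 15 min at room temperature.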
TDP43 rescue: qHTS of TDP-43 Inhibitors. TDP-43 expressing yeast growth rescue, BacTiter-Glo, 24 h. Potency, µM (top dose mostly 46.1 µM), for inactives: at the top dose growth rescue (activation), usual class: activators. 410,000 tested, 1.8% active; further: % of control where 0% means no effect; nearly all actives have a fitted effect of over 50% in size
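Luminescence from BacTiter-Glo reports growth of TDP-43-expressing yeast after 24 hr at 30 deg C with compound. Cells were raffinose-pregrown to mid-log, then seeded in galactose medium at OD600=0.02.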
* hit, by the source's call; i = inactive; u = inconclusive; x = not tested or not shown; [ ] = another dose, or the depositor's remark. The call rests on the fitted dose curve; in most records, active means well fitted curve in the direction sought with a large enough effect; inconclusive means small, poorly fitted or top-dose-only effect, or another doubt; inactive means no such curve, though single readings can be large; an effect the other way counts as inactive or inconclusive. Potency means the concentration at half of the fitted maximal effect. Only part of the results is shown. The share of hits here may be higher or lower than overall.

Codes – A = KB-V1 MDR tox; B = GLP-1R agonist; C = PTHR1 agonist; D = TDP43 rescue
Cc1csc(CNc2ncnc3ccc(-c4ccoc4)cc23)c1
  A = 26%	B = -6%	C = -14%	D = x

O=C(O)c1ccc2c(c1)C(=O)N([C@H](Cc1cccc3ccccc13)C(=O)O)C2=O
  A = -11%	B = -4%	C = u	D = x

Cn1c2ccsc2c2ncn(Cc3ccccc3F)c(=O)c21
  A = 0%	B = -4%	C = -25%	D = x

COc1c(O)cccc1[C@H](O)C1CCN(CCc2ccc(F)cc2)CC1
  A = 17%	B = 3%	C = -11%	D = x

NC(=O)C1CCN(c2nc(-c3ccccc3F)cs2)CC1
  A = 5%	B = 10%	C = -22%	D = x

O=C(COC(=O)CNC(=O)c1ccccc1Cl)Nc1ccccc1Cl
  A = u	B = 1%	C = -21%	D = x

CC(=O)NC(c1cc(Cl)c2cccnc2c1O)C1CC1 (centres undefined)
  A = 16µM*	B = 10%	C = u	D = x

NC(=O)C1CCN(c2nc(-c3ccccc3Br)cs2)CC1
  A = 2%	B = 13%	C = -44%[inhibitor]	D = x

CN(C)c1ccccc1-c1csc(N2CCC(C(N)=O)CC2)n1
  A = -2%	B = 9%	C = -33%	D = x

Cn1nnnc1Sc1ncnc2scc(-c3ccc(C(F)(F)F)cc3)c12
  A = 18µM*	B = -6%	C = -38%[inhibitor]	D = x

COc1c(F)cc2[nH]c3c(c2c1F)CCNC3=O
  A = u	B = -2%	C = -23%	D = x

C/C(=C\c1ccccc1F)C1Nc2cccc3cccc(c23)N1
  A = 10%	B = 1%	C = -34%[inhibitor]	D = x

COc1ccc2[nH]c3c(c2c1)CCNC3=O
  A = u	B = -1%	C = i	D = x

CCOC(=O)c1ccc(-n2cccc2/C=C2\NC(=O)NC2=O)cc1
  A = 7.3µM*	B = 3%	C = -38%[inhibitor]	D = x

Cc1nc(SCc2nc3ccc(Cl)cc3[nH]2)c2oc3ccccc3c2n1
  A = 13%	B = -6%	C = -70%[inhibitor]	D = x

Cn1ccc2cc(-c3csc(N4CCC(C(N)=O)CC4)n3)ccc21
  A = 10%	B = 0%	C = -24%	D = x

CN(Cc1ccco1)c1ncnc2ccc(-c3ccc4c(c3)OCO4)cc12
  A = -14%	B = 15%	C = i	D = x

CC(=O)N1CCN(c2ccc(NCc3cccc(C)c3)cc2)CC1
  A = u	B = 13%	C = -40%[inhibitor]	D = x

CCC(OC(=O)c1ccc(S(C)(=O)=O)c([N+](=O)[O-])c1)C(=O)NC1C2CC3CC(C2)CC1C3 (centres undefined)
  A = u	B = 5%	C = -23%	D = x

N#CN1CCC(NS(=O)(=O)c2ccc(C(F)(F)F)cc2)C1 (centres undefined)
  A = -27%	B = 0%	C = -90%[inhibitor]	D = x

c1nc(NCc2ccc3c(c2)OCO3)c2cc(-c3ccc4c(c3)OCCO4)ccc2n1
  A = 3%	B = -2%	C = i	D = x

CCCC[C@@H]1CNC(=O)C(=O)N1CCc1cccc(F)c1
  A = 0%	B = x	C = -22%	D = -9%

Nc1ccn(C2C=CC(CO)O2)c(=O)n1 (centres undefined)
  A = 6%	B = x	C = -16%	D = 0%

CCOc1ccccc1-c1ccc(C(=O)NCc2ccc(Cl)cc2)o1
  A = 0%	B = x	C = -20%	D = 24%

CC1=C(C(=O)N2CCCCCC2)CC(CC(=O)NC2CCCCC2)C(=O)N1Cc1ccc(F)cc1 (centres undefined)
  A = -4%	B = x	C = -28%[57.5 µM]	D = 2%

O=[N+]([O-])c1nccn1C1C=CC(O)C(CO)O1 (centres undefined)
  A = 2%	B = x	C = i	D = 14%

CCCCN1C(=O)C(CC(=O)NC2CCCCC2)CC(C(=O)N2CCCCCC2)=C1C (centres undefined)
  A = 1%	B = x	C = -13%	D = 10%

CCCCN1C(=O)C(CC(=O)NC2CCCC2)CC(C(=O)N2CCCCCC2)=C1C (centres undefined)
  A = 0%	B = x	C = -20%	D = 6%

Another view of 2 compounds above:
Order of results – KB-V1 MDR tox | GLP-1R agonist | PTHR1 agonist | TDP43 rescue
Cn1c2ccsc2c2ncn(Cc3ccccc3F)c(=O)c21
→ 0% | -4% | -25% | x
CC(=O)N1CCN(c2ccc(NCc3cccc(C)c3)cc2)CC1
→ u | 13% | -40%[inhibitor] | x

Grouped by structure: those above with sulfur.
Codes – A = KB-V1 MDR tox; B = GLP-1R agonist; C = PTHR1 agonist; D = TDP43 rescue
Cc1csc(CNc2ncnc3ccc(-c4ccoc4)cc23)c1
  A = 26%	B = -6%	C = -14%	D = x

Cn1c2ccsc2c2ncn(Cc3ccccc3F)c(=O)c21
  A = 0%	B = -4%	C = -25%	D = x

NC(=O)C1CCN(c2nc(-c3ccccc3F)cs2)CC1
  A = 5%	B = 10%	C = -22%	D = x

NC(=O)C1CCN(c2nc(-c3ccccc3Br)cs2)CC1
  A = 2%	B = 13%	C = -44%[inhibitor]	D = x

CN(C)c1ccccc1-c1csc(N2CCC(C(N)=O)CC2)n1
  A = -2%	B = 9%	C = -33%	D = x

Cn1nnnc1Sc1ncnc2scc(-c3ccc(C(F)(F)F)cc3)c12
  A = 18µM*	B = -6%	C = -38%[inhibitor]	D = x

Cc1nc(SCc2nc3ccc(Cl)cc3[nH]2)c2oc3ccccc3c2n1
  A = 13%	B = -6%	C = -70%[inhibitor]	D = x

Cn1ccc2cc(-c3csc(N4CCC(C(N)=O)CC4)n3)ccc21
  A = 10%	B = 0%	C = -24%	D = x

CCC(OC(=O)c1ccc(S(C)(=O)=O)c([N+](=O)[O-])c1)C(=O)NC1C2CC3CC(C2)CC1C3 (centres undefined)
  A = u	B = 5%	C = -23%	D = x

N#CN1CCC(NS(=O)(=O)c2ccc(C(F)(F)F)cc2)C1 (centres undefined)
  A = -27%	B = 0%	C = -90%[inhibitor]	D = x
